Compound activity: PubChem BioAssay, several laboratories
STK33 kinase inh: human STK33 kinase inhibition | Q9BYT3 | purified STK33, MBP phosphorylation, ADP-Glo luminescence | inhibition, % at 10 µM | hit rate 0.073% among 320,000;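 active = inhibition at or above 25%, using the most active replicate where run in duplicate; inactive = inhibition below 25%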
Target sequence (Q9BYT3 whole entry, looked up): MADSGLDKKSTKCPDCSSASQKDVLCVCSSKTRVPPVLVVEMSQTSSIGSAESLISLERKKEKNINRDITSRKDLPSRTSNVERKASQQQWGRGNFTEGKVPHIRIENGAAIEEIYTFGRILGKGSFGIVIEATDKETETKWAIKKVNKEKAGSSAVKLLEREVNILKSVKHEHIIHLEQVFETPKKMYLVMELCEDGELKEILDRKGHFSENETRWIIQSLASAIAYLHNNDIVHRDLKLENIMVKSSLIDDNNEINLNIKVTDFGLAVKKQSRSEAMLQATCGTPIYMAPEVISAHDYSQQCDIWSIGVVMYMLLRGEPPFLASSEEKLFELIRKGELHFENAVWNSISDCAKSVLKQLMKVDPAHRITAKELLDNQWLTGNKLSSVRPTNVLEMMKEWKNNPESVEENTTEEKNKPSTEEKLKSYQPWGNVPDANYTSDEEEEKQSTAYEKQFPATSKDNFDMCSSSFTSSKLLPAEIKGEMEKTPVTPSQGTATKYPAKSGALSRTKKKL
OX1R antag: blocks the human orexin 1 receptor; OX1R-expressing cells, FRET antagonist read-out; hit rate 1.8% among 330,000; inhibition, % at 6.6 µM; in the data active = inhibition mostly above about 38%, no sharp cut-off; inactive = mostly below about 40%;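 also: 0% = agonist challenge alone and 100% = reference antagonist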
Target sequence (O43613 whole entry, looked up): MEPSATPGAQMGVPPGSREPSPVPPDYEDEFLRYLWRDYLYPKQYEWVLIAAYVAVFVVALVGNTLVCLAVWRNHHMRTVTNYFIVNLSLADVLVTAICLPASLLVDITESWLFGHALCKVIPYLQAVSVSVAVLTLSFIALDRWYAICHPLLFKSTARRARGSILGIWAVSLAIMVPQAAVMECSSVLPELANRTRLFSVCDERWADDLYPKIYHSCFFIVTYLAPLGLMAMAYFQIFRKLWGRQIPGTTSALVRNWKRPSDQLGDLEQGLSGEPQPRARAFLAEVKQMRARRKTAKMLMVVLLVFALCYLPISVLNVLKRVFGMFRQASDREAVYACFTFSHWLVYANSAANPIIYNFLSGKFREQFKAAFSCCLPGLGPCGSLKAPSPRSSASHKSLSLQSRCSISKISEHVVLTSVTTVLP
The depositor's hits bear a star; nt = not tested or not shown. Rows were taken by chance; overall some 1.8% were active at least once.

Every second line gives: STK33 kinase inh	OX1R antag
O=C(c1cn(-c2ccccc2)nc1-c1ccc(F)cc1)N1CCCCC1
→ -2.1	17
CN(C)S(=O)(=O)c1ccc(Cl)c(C(=O)Nc2cccc3ncccc23)c1
→ 8.7	13
CC(C)C(=O)Nc1ccc2c(c1)nc(CCN1CCN(c3ccccc3)CC1)n2C
→ -3.1	19
COc1ccccc1NC(=O)CC(NCCN(C)C)C(=O)O (stereo unspecified)
→ -1.2	0
c1ccc(-n2nnnc2-c2cnc(-c3ccncc3)nc2-c2cccs2)cc1
→ -0.2	46*
CCn1c(SCC(=O)Nc2nc(C)c(C)s2)nnc1-c1cccnc1
→ -0.8	5
O=C(NC1CCCC1)c1cc(-c2ccc(F)cc2)on1
→ -1.3	19
CC1CCN(S(=O)(=O)c2ccc3ncn(CC(=O)N4CCN(C)CC4)c(=O)c3c2)CC1
→ -0.1	10
CN1C(=O)c2cccc3c(S(=O)(=O)N4CCCC4C(=O)O)ccc1c23 (stereo unspecified)
→ 0.9	32
Cc1ccc2c(COC(=O)CNS(=O)(=O)c3ccccc3)cc(=O)oc2c1
→ -2.0	10
O=C1Nc2ccccc2Nc2ccc([N+](=O)[O-])cc21
→ -0.5	11
O=C(NCCC1=CCCCC1)C1CCC(=O)N(Cc2ccc(Cl)cc2)C1 (stereo unspecified)
→ -0.9	0
CCC(C)(C)n1nnnc1C(c1cc2cc(OC)c(OC)cc2[nH]c1=O)N1CCc2ccccc21 (stereo unspecified)
→ -0.9	-3
COc1ccc(Cl)cc1NC(=O)C1CCCN(c2cc(C)nc3ncnn23)C1 (stereo unspecified)
→ 0.1	24
O=C(CS(=O)(=O)Cc1ccccc1)Nc1cccnc1
→ -1.3	14
CCOC(=O)c1cc2c(C)nn(-c3ccccc3)c2s1
→ -1.4	15
NC(=O)CNC(=O)[C@@H]1CC2(CC(c3ccc(Cl)cc3)=NO2)CN1C(=O)c1ccccc1 (stereo partly specified)
→ 0.4	8
CCCCCn1c(SCc2cccc(C)c2)nc2c1c(=O)[nH]c(=O)n2C
→ 0.6	3
COc1cccc(-n2nnnc2SCC(=O)NC2CCCC2)c1
→ -1.2	8
COc1ccc2cc(C#N)c(N3CCOCC3)nc2c1
→ 3.6	-1
COC(=O)C1CCN(c2cc(=O)n(C3CCCCC3)c(=O)[nH]2)CC1
→ -0.9	20
CC(=O)NCCC(Cc1ccccc1)c1ccco1 (stereo unspecified)
→ 0.0	15
O=C1NC(c2ccncc2)Nc2sc3c(c21)CCCC3 (stereo unspecified)
→ 8.4	6
COC(=O)[C@@H]1C[C@H]2CC[C@H](O)C[C@H]2N1Cc1ccc(-c2ccccc2)cc1
→ -0.6	21
Cc1ccccc1Nc1nnc(SCC2CCCCO2)s1 (stereo unspecified)
→ -0.7	6
c1ccc2sc(SN3CCOCC3)nc2c1
→ 0.8	0
Cc1cc(NC(=O)CCS(=O)(=O)c2ccc3c(c2)NC(=O)C(C)S3)ccc1Br (stereo unspecified)
→ -0.8	0
O=C(Nn1cnnc1)C1Cc2ccccc2CN1S(=O)(=O)c1ccc(F)cc1 (stereo unspecified)
→ 1.4	11
CCn1ccc(C(=O)Nc2ncc(C)s2)n1
→ 4.4	2
Cc1nnc2n(-c3ccccc3)c(=O)c3c4c(sc3n12)CCCC4
→ 0.1	9

Continuation.
Every second line gives: STK33 kinase inh	OX1R antag
CCOC(=O)c1[nH]c2c(c1C)C(=O)CC(c1ccc(OC)c(OC)c1)C2 (stereo unspecified)
→ 0.7	7
O=C(O)c1ccc(/C=N/Nc2ncc(Cl)cc2Cl)cc1
→ -2.7	3
CSc1cccc(NC(=S)NCCCO)c1
→ -0.5	9
COc1ccccc1/C=C1\SC(=S)N(CCC(=O)Nc2cc(C)on2)C1=O
→ 0.3	14
CCCCCCn1c(=O)c(Cc2ccccc2)c(O)c2ccccc21
→ -3.3	25
CCOc1ccc(C(=O)Nc2ccc(CN3CCOCC3)cc2)cc1Cl
→ -22	nt
Cn1cccc1C(=O)OCC(=O)Nc1ccc2c(c1)OCCO2
→ -0.5	4
COc1cc2c(cc1OC)C(C)N(CC(=O)Nc1ccc(C)c(S(=O)(=O)N3CCOCC3)c1)CC2 (stereo unspecified)
→ 0.2	10
Cc1ccc(/C=N/n2c(-c3ccccc3)n[nH]c2=S)cc1
→ 0.4	25
COc1ccc(C2NC(=O)c3ccccc3O2)cc1OC (stereo unspecified)
→ -2.2	0
C=CCn1c(SCC(=O)N2CCOCC2)nc2sc3c(c2c1=O)CCCC3
→ 0.4	24
COc1ccc([C@H]2CC(=O)C=C(c3ccccc3)C2)cc1OC
→ 0.0	4
C#CCOCCOCCOCCNc1nc(N2CCN(C(=O)[C@H](CC(N)=O)n3cc(C(N)[C@@H](C)CC)nn3)CC2)nc(N2CCN(C(=O)[C@H](CCC(=O)O)n3cc([C@@H](N)CCCCN)nn3)CC2)n1 (stereo partly specified)
→ -1.2	2
Cc1c(CCC(=O)O)c(=O)oc2c(C)c3occ(-c4ccc(Cl)cc4)c3cc12
→ -1.6	nt
O=c1c2ccccc2nc(-c2ccco2)n1Cc1ccccc1
→ 2.4	6
Cc1ccc2c(c1)c1c(n2CC(O)Cn2c(C)nc3ccccc32)C(=O)CCC1 (stereo unspecified)
→ -0.1	14
CCOC(=O)N1CCN(S(=O)(=O)N2CCCC(C(=O)NCCc3ccc(OC)c(OC)c3)C2)CC1 (stereo unspecified)
→ -1.2	17
CCOC(=O)Cn1c(C)cc(COC)c(C#N)c1=O
→ -0.3	8
OCCNc1nc(Nc2ccccc2OC(F)(F)F)nc(N2CCCC2)n1
→ -1.0	10
O=C(c1ccc(Cl)s1)N1CCN(c2nc3ccccc3s2)CC1
→ -1.4	13
COc1ccc(N2CCN(CNC(=O)c3ccccc3)CC2)cc1
→ 0.2	nt
C=C(C)CCC(C)N1CCC(n2nccc2NC(=O)CCCc2ccccc2)CC1 (stereo unspecified)
→ 3.0	16
CCOc1ccc(CSCCNC(=S)Nc2ccc(OC)cc2)cc1
→ -0.9	18
O=C(O)c1ccc2c(=O)n3c(nc2c1)/C(=C/c1ccc(Cl)c(Cl)c1)CC3
→ -1.7	2
O=C(CCc1nc(-c2ccccc2F)no1)Nc1cccnc1
→ -0.5	1
NC(=O)CC(NC(=O)Cc1ccc(Cl)cc1)c1ccc(NCCc2ccccc2F)c([N+](=O)[O-])c1 (stereo unspecified)
→ -1.1	9
O=Cc1c(N2CCOCC2)nc2ccccn2c1=O
→ -0.8	29
CSc1nc2c(c(=O)n1-c1ccccc1)SCC2
→ 3.1	21
CCOc1ccccc1N1CC(C(=O)Nc2cc(Cl)ccc2-n2cncn2)CC1=O (stereo unspecified)
→ -1.5	12
CC1(C)NC(=O)N(CCOc2ccc3c(c2)CCC3)C1=O
→ -1.2	3

(cont.)
Every second line gives: STK33 kinase inh	OX1R antag
COc1ccc(C(=O)NNC(=O)CCc2nc3ccccc3c(=O)[nH]2)cc1
→ -1.1	11
Cn1c(-c2ccc(Cl)nc2)nc2ccccc21
→ -0.1	8
C=CCn1c(CCNC(=O)c2cccs2)nnc1SCC(=O)c1cccc([N+](=O)[O-])c1
→ -0.7	29
Cc1cccn2c(=O)c3cc(C(=O)N4CC(C)CC(C)C4)sc3nc12 (stereo unspecified)
→ 0.7	-13
Cn1c(SCC(=O)O)nnc1-c1cccc(NC(=O)c2cccc3ccccc23)c1
→ 0.5	10
COc1cc(NC(=O)c2cc(C)on2)cc(OC)c1OC
→ 0.7	0
CCCNS(=O)(=O)c1ccc(OCC(=O)NCCC2=CCCCC2)cc1
→ -1.3	1
CC(=O)Nc1ccnn1C1CCN(C(=O)c2cccc(C)c2C)CC1
→ 1.3	1
Cc1cc(C(=O)Nc2nc(C)c(C(=O)N(C)C)s2)ccc1[N+](=O)[O-]
→ 0.7	26
COc1ccc2oc(C(=O)OCc3c(C)noc3C)c(C)c2c1
→ 0.0	21
Cn1ccnc1COc1ccc(C=O)cc1
→ 0.6	6
C=CCOC1=CS(=O)(=O)N(Cc2ccc(Br)cc2)c2ccc(Br)cc21
→ nt	1
Cc1ccc(S(=O)(=O)NCC(=O)OCC(=O)NCCc2ccccc2)cc1
→ -0.6	2
CS(=O)(=O)N(Cc1cccc(CN(C(C(=O)O)c2ccccc2)S(C)(=O)=O)c1)C(C(=O)O)c1ccccc1 (stereo unspecified)
→ -0.4	11
O=C(CCCc1nc2ccccc2s1)Nc1ccc(N2CCOCC2)cc1
→ -1.3	-1
CC(=O)c1cccc(NC(=O)c2cc(=O)c3ccccc3o2)c1
→ 0.6	31
O=C(NC(=O)N1CCOCC1)c1ccccc1
→ -5.0	5
O=C(CCCC(=O)N1CCN(c2ccccc2F)CC1)N1CCN(c2ccccc2F)CC1
→ -1.7	36
C=CCNC(=O)C1CC1(c1cccc(C)c1)c1cccc(C)c1 (stereo unspecified)
→ -0.4	7
CN(C)S(=O)(=O)Oc1ccc(C(=O)Nc2ccc([N+](=O)[O-])cc2)cc1
→ -0.4	8
COc1ccc(N(CC(=O)NCc2ccc(F)cc2)C(=O)Cn2nnc(-c3ccc(C)o3)n2)cc1OC
→ -0.8	9
Cc1cc(N2CCOCC2)nc2ccc(NC(=S)N3CCN(c4ccccc4)CC3)cc12
→ 0.9	25
Fc1ccc(OCc2nc(-c3ccc(Br)o3)no2)c(F)c1
→ -0.5	9
CCN(CC)C(=O)CN(C#N)c1nc(C)cc(C)n1
→ -0.1	11
COc1ccc(N2CCN(CCCNC(=O)CN3CCN(Cc4ccccc4C)C3=O)CC2)cc1
→ 1.9	15
CCN(CC)c1ccc2nc3ccccc3[n+](CC)c2c1
→ 6.2	149*
COc1ccc(C(C)=O)cc1Cn1nc(C)c([N+](=O)[O-])c1C
→ 0.4	8
CC1=C(C(=O)OCC(C)C)C(c2ccc(Br)s2)NC(=O)N1 (stereo unspecified)
→ -0.7	16
Cc1ccc(C23CC4CC(CC(C(=O)N5CCOCC5)(C4)C2)C3)cc1
→ 0.7	11
CCC(Sc1nncn1C)C(=O)Nc1ccccc1OC (stereo unspecified)
→ 1.3	-2

More compounds follow.
Every second line gives: STK33 kinase inh	OX1R antag
CN(C)/C=N/c1nc2nccc(-c3cccc(Cl)c3)n2n1
→ -0.8	16
CCn1c2ccccc2c2cc(NC(=O)c3ccc(Br)o3)ccc21
→ 5.2	85*
Cc1ccc(C2(c3ccc(C)cc3)NC(=O)N(CC(=O)NCCCN3CCCC3=O)C2=O)cc1
→ -0.2	4
Cc1ccc(/C(O)=C2\C(=O)C(=O)N(CC(C)O)C2c2ccccn2)cc1 (stereo unspecified)
→ -0.2	29
CCCCCOC(=O)Cn1c(N2CCCCCC2)nc2c1c(=O)[nH]c(=O)n2C
→ -1.3	15
Cc1cccc(C)c1N(CC(=O)N(C)Cc1ccccc1)S(C)(=O)=O
→ -1.0	16
COc1ccc(OC)c(CNc2c(C=O)c(=O)[nH]c3ccccc23)c1
→ -0.5	15
Fc1cccc(CN2CCSCC2)c1
→ -1.4	nt
CCc1noc(C)c1C(=O)N1CCN(S(=O)(=O)c2c(C)c(C)cc(C)c2C)CC1
→ -0.6	16
CCN(CC)S(=O)(=O)c1cccc(C(=O)OCC(=O)NCCN2C(=O)CSC2=O)c1
→ -1.1	-1
CC(C)n1nc(C(=O)Nc2ccccc2N2CCOCC2)c2ccccc2c1=O
→ -1.0	-5
Cc1nnc(Sc2cc(C(=O)NC3CC3)c3ccccc3n2)s1
→ -1.5	19
C=CCn1c(N)c(C(=O)NCCC2=CCCCC2)sc1=S
→ -1.2	13
N#Cc1nc(Cc2ccccc2)oc1N1CCN(c2ccccc2)CC1
→ -0.8	9
Cc1cc2nc(C)c(Cc3ccccc3)c(=O)n2[nH]1
→ -1.7	2
C=C1CCN(c2ccc(C(=O)NCc3ccc(OC)cc3)cc2[N+](=O)[O-])CC1
→ -0.9	39
COc1ccc(CN2CCCC(CO)(Cc3ccc(F)cc3F)C2)cc1 (stereo unspecified)
→ -0.8	6
O=C(O)C(Cc1c[nH]c2ccccc12)NS(=O)(=O)c1ccc(Cl)cc1 (stereo unspecified)
→ -2.2	9
CCOC(=O)c1cnc(SCC(=O)Nc2ccc(N3CCOCC3)c(Cl)c2)nc1N
→ -0.5	8
CCN1CCN(C(c2ccccn2)c2c(NC(=O)c3ccccc3)sc(C)c2C)CC1 (stereo unspecified)
→ -0.3	13
Cc1ccccc1NC(=O)c1cccc(N2C(=O)C3CCC(C)CC3C2=O)c1 (stereo unspecified)
→ -1.3	14
Cc1ccccc1C(=O)N1CCC(C(=O)Nc2sccc2C(N)=O)CC1
→ 0.0	5
COc1ccccc1NC(=S)N(CCCN1CCOCC1)Cc1cn(C)c2ccccc12
→ 0.8	18
O=C1Nc2ccc([N+](=O)[O-])cc2OC1CCN1CCN(Cc2ccc3c(c2)OCO3)CC1 (stereo unspecified)
→ 0.2	51
CCN1C(=O)[C@H]2[C@@H](c3ccc(-c4ccc(F)cc4)cc3)N3CCCC[C@@]3(C(=O)OC)[C@H]2C1=O
→ -1.2	16
Cn1c(CSc2ncccn2)nnc1SCC(=O)N1CCCCC1
→ -1.4	7

3 entries from above in a different format.
O=C(O)C(Cc1c[nH]c2ccccc12)NS(=O)(=O)c1ccc(Cl)cc1 (stereo unspecified)
  STK33 kinase inh = -2.2 | OX1R antag = 9
Cc1ccc(C2(c3ccc(C)cc3)NC(=O)N(CC(=O)NCCCN3CCCC3=O)C2=O)cc1
  STK33 kinase inh = -0.2 | OX1R antag = 4
CN(C)/C=N/c1nc2nccc(-c3cccc(Cl)c3)n2n1
  STK33 kinase inh = -0.8 | OX1R antag = 16

A different layout for some results above.
compound | STK33 kinase inh | OX1R antag
CC(=O)c1cccc(NC(=O)c2cc(=O)c3ccccc3o2)c1 | 0.6 | 31
O=C(NC(=O)N1CCOCC1)c1ccccc1 | -5.0 | 5
O=C(CCCC(=O)N1CCN(c2ccccc2F)CC1)N1CCN(c2ccccc2F)CC1 | -1.7 | 36
